Source: PubChem BioAssay
CDK5 p35 inh: inhibitors of human CDK5/p35 kinase, primary screen, biochemical, single concentration | Recombinant CDK5/p35, ADP-Glo luminescence, 60 min | 330,000 tested, 0.01% active | inhibition, % at 10 µM | Cyclin-dependent kinase 5 (Homo sapiens) + Cyclin-dependent kinase 5 activator 1 (Homo …;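 active means highest replicate inhibition of at least 50% and at least 75% of replicates reaching 50%; inconclusive means only one of the two criteria met; inactive means both criteria failed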;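 further: plate controls were DMSO neutral control for no effect and GW8510 at 10 µM for full effect; many of its hits are not listed in these tables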
SR-BI HDL uptake: inhibitors of SR-BI mediated HDL lipid uptake, primary screen, ldlA[mSR-BI] cells, fluorescence, single point | Scavenger receptor class B member 1 (Mus musculus), Q61009 | ldlA[mSR-BI] CHO cells, DiI-HDL uptake fluorescence, 3 h | inhibition, % at 12.5 µM | 320,000 tested, 0.96% active | AID 488896, 2010;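 active means mean replicate inhibition of at least 70% and a set share of replicates each scoring 70 or more; inconclusive means meets just one of the two criteria; inactive means fails both criteria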;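 further: 0% = median of neutral control wells and 100% = median of positive control wells; values of inactives mirror those of a sister screen read the other way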
Target sequence (Q61009 whole entry, looked up): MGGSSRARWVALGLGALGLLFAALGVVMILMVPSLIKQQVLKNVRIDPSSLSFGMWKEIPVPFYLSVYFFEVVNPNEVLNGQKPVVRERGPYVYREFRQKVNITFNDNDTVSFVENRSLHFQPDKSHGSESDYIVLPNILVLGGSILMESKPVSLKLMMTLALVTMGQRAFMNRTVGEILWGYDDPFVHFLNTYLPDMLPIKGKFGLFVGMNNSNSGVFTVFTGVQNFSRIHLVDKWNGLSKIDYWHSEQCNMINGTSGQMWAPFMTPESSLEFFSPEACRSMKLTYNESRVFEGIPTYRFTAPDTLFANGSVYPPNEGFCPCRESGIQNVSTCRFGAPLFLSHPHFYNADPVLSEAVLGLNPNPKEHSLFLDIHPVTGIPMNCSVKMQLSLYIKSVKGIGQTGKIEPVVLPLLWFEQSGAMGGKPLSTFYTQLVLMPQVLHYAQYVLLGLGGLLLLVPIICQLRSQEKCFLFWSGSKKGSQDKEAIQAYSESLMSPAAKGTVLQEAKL
NSD2 HMT inh: NSD2 histone methyltransferase inhibitors, primary screen, biochemical, AlphaScreen, single concentration, set 2; inhibition, % at 12.5 µM; 310,000 tested, 0.54% active; Histone-lysine N-methyltransferase NSD2 (Homo sapiens), O96028; NSD2 peptide methylation, 120 min; in the data active means inhibition above about 50%
Arrestin-AP2 inh: inhibitors of beta-arrestin/AP2 binding, primary screen, biochemical, GPCR trafficking, flow cytometry | FITC-arrestin peptide / GST-AP2 beads; AP2 beta2 appendage carries R879A mutation | 340,000 tested, 0.31% active | inhibition, % at 10 µM | beta-arrestin 1 C-terminal peptide binding to AP2 beta2-adaptin appendage (human);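 active means inhibition above a set limit, near 3 SD of compounds lacking own fluorescence, cut at about 54% in these data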;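 further: plate controls were DMSO wells for no effect and 5 µM unlabelled arrestin peptide for full effect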
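Assay system: GST-AP2 R879A bound to glutathione beads, E. coli-expressed; Medium: PBS with 0.05% Tween 20 and 0.1% BSA; Also added: fluorescein-tagged arrestin peptide at 50 nM final; Timing: 12 min plus 1 h, RT; Measured by: flow cytometry, FL1 (488/535 nm); Evaluation: percent drop in bead-associated FITC signal.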
PKA-R1A act: activators of PKA-R1A holoenzyme, primary screen, biochemical, fluorescence polarization, Cy5-IP20, bovine R1A, mouse PKAc | cAMP-dependent protein kinase type I-alpha regulatory subunit (Bos taurus) + … | PKA-R1A dissociation; scaled: DMSO 0%, 113 µM cGMP 100% | activation, % at 11.4 µM | 340,000 tested, 0.083% active;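 active means percent activation above the mean of all tested compounds plus 3 SD, cut at about 19% in these data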;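 further: higher means more PKAc released from R1A so a rise in polarization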
SR-BI DiI-HDL act: activators of SR-BI mediated DiI-HDL uptake, primary screen, ldlA[mSR-BI] CHO cells, DiI fluorescence | 3 h; 100 = double the neutral-control signal | activation, % at 12.5 µM | 320,000 tested, 0.096% active | AID 504775, 2011;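 active means mean replicate activation of at least 60% and every replicate at or above 60%; inconclusive means mean or all-replicate condition met, but not both; inactive means mean below 60% and not all replicates reaching 60%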;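 further: 0% = median plate neutral-control signal and 100% = twice that signal; values of inactives mirror those of a sister screen read the other way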
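material = CHO ldlA[mSR-BI] cells | medium = Ham's F12 with 0.5% BSA, HEPES 25 mM, pH 7.4 | reagent = fluorescent DiI-HDL, 10 µg/mL final | compound dosing = single-point compound dose | incubation = 3 h, 37 °C | measured by = bottom-read fluorescence, 550/595 nm | measure = HDL uptake via cellular fluorescence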
MITF act: activators of MITF-driven TRPM1 promoter reporter, primary screen, cell-based, SK-MEL-5, luciferase, single point. activation, % at 12.5 µM. SK-MEL-5 TRPM1-promoter luciferase, 24 h; % of positive control, neutral wells = 0. 300,000 tested, 0.75% active;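 active means mean activation of at least 80% with every replicate also reaching 80%; inconclusive means mean reaches 80% but some replicate falls short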;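 further: 0% = neutral control wells and 100% = parthenolide positive control wells; values of inactives mirror those of a sister screen read the other way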
dFosB act: activators of delta FosB homodimer, primary screen, biochemical, fluorescence polarization, TAMRA-CDK5 oligo, single point; Protein FosB (Mus musculus), P13346; purified delta FosB; percent of positive-control signal above neutral wells; activation, % at 25 µM; 340,000 tested, 0.99% active;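 active means mean activation above about 17%, with every replicate also reaching it, limit read from the data, passing the limit was not always enough; inconclusive means only one of the two conditions met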;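 further: fluorescence polarization rise as delta FosB binds a TAMRA Cdk5 AP-1 oligo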
DSG3 Ab inh: inhibitors of pemphigus antibody binding to DSG3, primary screen, biochemical, bead-based, flow cytometry, scFv-GFP | Desmoglein-3 (Homo sapiens), P32926 | DSG3-coupled beads, scFv-anti-DSG3-GFP binding; stronger effect = lower value | binding (percent of control), % at 10 µM | 310,000 tested, 0.48% active | AID 588358, 2011;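 active means binding more than 3 SD below its plate's average and above zero; inconclusive means below that plate limit but binding exactly zero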;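 further: hits lower antibody fragment binding to DSG3; some compounds called inactive have numbers as strong as hits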
PKA-R2B act: activators of PKA-R2B holoenzyme, primary screen, biochemical, fluorescence polarization, Cy5-IP20, human; 340,000 tested, 0.079% active; cAMP-dependent protein kinase catalytic subunit beta (Homo sapiens) + cAMP-dependent …; activation, % at 11.4 µM; PKA-R2B holoenzyme dissociation; R2B truncated from residue 108, S112A mutant; 0% DMSO only, 100% 113 µM cGMP; AID 504700, 2011;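 active means activation above a cutoff set at the mean over all compounds plus 3 SD, cut at about 18% in these data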;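 further: higher means more holoenzyme dissociation and a rise in polarization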
Target sequence (P31323 whole entry, looked up, other chains not shown, the tested form may be a part): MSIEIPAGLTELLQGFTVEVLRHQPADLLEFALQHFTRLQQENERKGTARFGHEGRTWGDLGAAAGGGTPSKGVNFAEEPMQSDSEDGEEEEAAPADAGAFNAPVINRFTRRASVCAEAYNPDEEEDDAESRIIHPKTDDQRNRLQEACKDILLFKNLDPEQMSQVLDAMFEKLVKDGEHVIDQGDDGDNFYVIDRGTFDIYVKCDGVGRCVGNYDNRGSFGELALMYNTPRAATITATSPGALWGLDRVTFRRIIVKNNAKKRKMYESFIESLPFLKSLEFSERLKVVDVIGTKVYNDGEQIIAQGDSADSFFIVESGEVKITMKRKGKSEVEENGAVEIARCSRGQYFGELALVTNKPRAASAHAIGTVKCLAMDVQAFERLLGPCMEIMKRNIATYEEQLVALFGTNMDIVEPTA
Mot1-301 SUMO: yeast Mot1-301 growth rescue at high temperature, primary screen, SUMOylation pathway inhibitor project, S. cerevisiae, ATP luminescence, 38.5C; 320,000 tested, 1% active; S. cerevisiae Mot1-301 growth rescue; percent above DMSO median, 100 means doubled; growth rescue, % at 18.8 µM; AID 2716, 2010;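 active means every valid replicate shows activation above 250% relative to neutral control wells; inactive means the rest, any valid replicate at or below 250%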;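 further: OY570 slx delta 5 strain wells were the positive control but not used for scaling; some compounds called inactive have numbers as strong as hits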
An asterisk follows results filed as active; ? = inconclusive; . = no result given; + = active, no number. No enrichment for hits, and some 4.7% of all compounds hit somewhere here.

dFosB act,Arrestin-AP2 inh,NSD2 HMT inh,PKA-R2B act,DSG3 Ab inh,Mot1-301 SUMO,PKA-R1A act,SR-BI DiI-HDL act,SR-BI HDL uptake,CDK5 p35 inh,MITF act,SMILES
-11,17,2,6,63*,908,-7,-12,12,1.4,15,CCOc1ccc(NC(=O)c2nc(SCC)ncc2Cl)cc1
0,-3,-4,2,98,-2,2,-1,1,0.4,9,O=C(O)C(Cc1ccc(O)cc1)N1C(=O)c2ccccc2C1=O (configuration not stated)
-5,8,0,3,90,12,-6,-22,22,-1.1,4,CCOc1cc2[nH]c(=S)n(CCCN3CCCC3=O)c(=O)c2cc1OCC
-3,12,1,0,90,-3,-6,-2,2,1.3,4,COC(=O)CC1SC(=O)NC1=Nc1cccc(C)c1 (configuration not stated)
-2,-3,1,9,101,-6,2,.,.,4.5,10,CCOc1ccc(N2CC(C(=O)N3CCN(C(=O)c4ccco4)CC3)CC2=O)cc1 (configuration not stated)
-8,-1,-3,-2,98,.,-2,-11,11,-4.7,10,COc1ccc(NC(=O)C(OC(=O)Cn2cnc3c2c(=O)n(C)c(=O)n3C)c2ccccc2)cc1Cl (configuration not stated)
-1,-5,-3,2,112,9,2,9,-9,-1.1,-6,Cn1cc(S(=O)(=O)NC2CCCC2)c(=O)n(C)c1=O
8,-5,.,-4,101,9,-1,1,-1,.,-2,Cc1cc(OC(C)C(=O)NCc2cccnc2)c2c(C)c(Cc3ccccc3)c(=O)oc2c1 (configuration not stated)
-4,-2,1,2,100,-21,-5,-14,14,-0.5,4,CCOC(=O)c1c(N)c(C#N)cn1-c1ccccc1
0,27,2,-7,108,-6,-8,.,.,0.0,39,Cc1ccc2ccc(S(=O)(=O)NCc3ccccn3)cc2c1
10,0,.,-14,98,.,-6,-5,5,0.5,9,Cc1cccc(-c2ccc3c(c2)C2CC3CCN2Cc2ccc3c(c2)OCO3)c1 (configuration not stated)
-4,-2,2,2,98,9,-3,23,-23,-1.7,2,Cc1nc2ncnn2c(Nc2ccc3c(c2)OCO3)c1Cc1ccccc1
-19,2,.,-1,208,25,-9,16,-16,-0.6,2,Cc1nc2ccccc2c2oc(C(=O)NCCN3CCCCC3C)cc12 (configuration not stated)
-28,-6,-1,-3,99,-4,-3,-44,44,-1.2,-5,COC(=O)c1cccc(Nc2ncnc3ccc(C)cc23)c1
-2,-7,-6,-11,115,.,-11,11,-11,0.2,10,COCCC(=O)N1CCC(Oc2ccc(C(=O)N3C[C@@H](C)O[C@@H](C)C3)cc2)CC1
6,15,-1,-1,100,4,2,1,-1,2.6,-4,CCSc1nnc(NC(=O)CSc2nnc(CNC(=O)c3ccc(OC)c(OC)c3)o2)s1
-4,54*,-2,7,.,-1,3,17,-17,-0.6,0,CCN(C(=O)CSc1nc2ccccc2[nH]1)C1CCS(=O)(=O)C1 (configuration not stated)
-1,6,-5,-1,105,.,2,8,-8,2.2,2,COc1nc(=O)n(C2CCCO2)cc1C (configuration not stated)
0,32,0,-10,.,2,-3,-9,9,0.8,9,O=C(C1CCN(S(=O)(=O)c2cccs2)CC1)N1CCN(c2ccccc2O)CC1
2,-4,-1,-13,102,-8,-14,34,-34,-1.1,-1,Cc1ccccc1-n1c(C)c(C#N)c(=O)c(-[n+]2ccccc2)c1[S-]
-9,10,-7,-8,104,-13,0,18,-18,0.2,-9,O=C(C1CCN(C2CCN(Cc3ccc4cc(F)ccc4n3)CC2)CC1)N1CCCC1
0,11,0,3,.,8,0,17,-17,-0.6,17,NC(=O)c1ccc(NC(=O)CSc2nnc(-c3ccc4c(c3)OCO4)o2)cc1
1,-3,1,-1,86,-2,-12,-29,29,1.3,12,CCOc1cc(/C=N/N=C2/NC(=O)C(CC(=O)O)S2)ccc1OCc1ccc(Cl)cc1 (configuration not stated)
-5,4,-2,0,90,-3,-5,-24,24,-2.0,.,Cc1nc2nc(COc3ccccc3)[nH]n2c(=O)c1Cc1ccccc1
-3,-8,2,-6,102,305,3,-8,8,-0.2,-17,O=C(c1ccc(-n2cncn2)c([N+](=O)[O-])c1)N1CCN(S(=O)(=O)c2ccc(Br)cc2)CC1
-19,4,2,-4,107,-19,2,29,-29,0.2,-10,COc1ccc(-c2nc(CN(Cc3cnn(C)c3)C(C)C)c(C)o2)c(OC)c1
-4,-79,1,-10,112,1,-8,-53,53,-0.8,42,Cc1cccc2nc(CSc3ccccc3N)cn12
-4,23,-5,-2,94,4,-9,-59,59,-1.7,-12,CCOC(=O)C(CC)/C(C)=N\NC(=O)c1ccccc1O (configuration not stated)
4,59*,-1,0,102,7,-6,2,-2,0.2,6,COc1cccc(NC(=O)COc2coc(CN3CCc4ccccc4C3)cc2=O)c1
1,39,0,-10,101,-6,-5,8,-8,0.6,-1,CC1(C)Cc2c(cnn2-c2cccc(F)c2)C(NC(=O)c2ccc[n+]([O-])c2)C1 (configuration not stated)
2,-13,3,-1,102,220,-1,-26,26,-2.4,?,Nc1ccc2c(c1)Cc1cc([N+](=O)[O-])ccc1-2
-4,5,0,-9,95,-1,-2,.,.,0.3,-17,Cc1ccc(NC(=O)C2CCN(C(=O)c3ccco3)CC2)cc1C
-3,-2,2,2,107,8,-2,-9,9,-1.8,-17,Cc1cccc(-n2nnnc2SCC(=O)NCC2(N3CCOCC3)CCCCC2)c1C
3,1,1,-14,99,2,-3,5,-5,-3.3,1,CSc1ccc(Cl)c(C(=O)OCC(=O)N(C)CCC#N)c1
1,2,-1,-1,99,-12,-1,9,-9,-0.1,6,COCCSc1nnc(NS(=O)(=O)c2ccccc2)s1
-7,-9,-2,-11,99,-2,-7,-65,65,0.4,-6,COc1cc(/C=C/C(=O)OCC(=O)N2c3ccccc3CC2C)cc(OC)c1OC (configuration not stated)
-5,-3,1,6,100,-15,-3,13,-13,0.5,2,CC12CCC(c3c(C(=O)O)nn(-c4ccc(F)cc4)c31)C2(C)C (configuration not stated)
-2,-1,.,-2,103,7,2,5,-5,-4.1,.,CC(C)(C)c1ccc(C(=O)NCCN2CCOCC2)cc1
43*,6,-8,6,103,-12,-2,-24,24,1.5,132*,Nc1c(C(=O)Nc2ccccc2Cl)nnn1-c1ccc2c(c1)OCCO2
3,20,.,-4,91,51,-7,-18,18,1.2,.,CCOC(=O)N1CCN(C(=O)CS(=O)(=O)c2cn(Cc3ccc(Cl)cc3)c3ccccc23)CC1
-10,2,-3,-9,107,-1,-13,16,-16,-0.9,-3,COc1cccc(CN(C)C(=O)C2CCN(S(=O)(=O)c3ccc(C)cc3)CC2)c1OC
-6,4,0,-4,.,-1,2,-22,22,-0.1,.,CN(C1CCCCC1)S(=O)(=O)c1ccc(S(=O)(=O)N2CCN(C(=O)c3ccccc3F)CC2)cc1
-4,-24,-2,-20,124,312,-10,-1,1,-1.0,5,COc1ccc(CCNC(=O)NS(=O)(=O)c2ccc(C)cc2)cc1OC
-6,0,-1,-11,101,63,-11,36,-36,.,9,CN(Cc1ccco1)C(=O)c1ccc(OC2CCN(Cc3ccccn3)CC2)cc1
2,-5,-1,-2,104,.,-6,23,-23,0.4,2,O=C(COC(=O)CN1C(=O)C2CCCCC2C1=O)Nc1cc(F)ccc1F (configuration not stated)
5,24,-5,-10,76,20,0,25,-25,-0.2,.,CCCC(c1nnnn1CCc1ccccc1)N1CCC(C(N)=O)CC1 (configuration not stated)
?,12,1,7,87,-2,4,-44,44,0.2,6,O=C(COC(=O)c1cn(-c2ccccc2)nc1-c1ccc(F)cc1)Nc1ncc(Cl)cc1Cl
3,8,-3,-8,.,18,7,-14,14,1.4,1,CC1=NN(C(=O)Cn2nc([N+](=O)[O-])cc2C)C(O)(C(F)(F)F)C1 (configuration not stated)
6,-11,-4,-1,113,-1,-9,-51,51,3.3,6,COc1ccccc1N1CCN(C(=O)Cn2nnc(-c3cccs3)n2)CC1
6,-8,-1,-6,116,-7,-3,17,-17,1.0,.,Cc1c(NC(=O)CSCc2ccccc2)cccc1C(=O)O

Next part.
dFosB act,Arrestin-AP2 inh,NSD2 HMT inh,PKA-R2B act,DSG3 Ab inh,Mot1-301 SUMO,PKA-R1A act,SR-BI DiI-HDL act,SR-BI HDL uptake,CDK5 p35 inh,MITF act,SMILES
-4,2,0,1,92,25,11,4,-4,-0.3,-7,CCCCCCCCCC(=O)Nn1cnc2ccccc2c1=O
1,6,4,-11,100,+,-9,22,-22,-1.4,-4,COCCNC(=O)CSc1ccccc1C(=O)NCC1CCCCC1
-10,7,2,4,98,908,-2,5,-5,-1.6,-4,Cc1cc(C)n(-c2nc3ccccc3c(=O)n2OCC(=O)Nc2c(C)cccc2C)n1
-7,3,-2,-1,101,34,-2,-52,52,7.0,60,COc1ccc(C(=O)Nc2cccc(N(C)S(C)(=O)=O)c2)cc1OC
-7,38,-2,-1,117,3,-10,-18,18,0.7,17,COc1ccc(/C=C/c2nnc(NC(=O)C(C)C)s2)cc1
2,-8,0,-2,101,3,-13,1,-1,-1.8,16,CCOc1ccccc1CNC(=O)CCNS(=O)(=O)c1ccc2[nH]c(=O)oc2c1
